# LRH-1 inv ag: inverse agonists of human LRH-1 (NR5A2). AID 602396. O00482. hit rate 0.13% among 360,000. inhibition, % at 3.6 µM. HEK293T StAR-luciferase reporter, LRH-1 transfected, 24 h;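 active means inhibition above the mean inhibition of all tested compounds plus 3 SD, cut at about 73% in these data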;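 further: 0% = DMSO wells and 100% = reporter-only cells lacking LRH-1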
# TROY signal inh: TROY signaling inhibition; hit rate 0.98% among 360,000; inhibition, % at 10 µM; AID 1347056; Q293 LMP1-TROYcd NF-kB luciferase reporter, 4 h;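 active means compounds whose plate-normalised and pattern-corrected inhibition of the luciferase reporter signal at the single screening dose is 50% or more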
# SRC3 inh: human NCOA3 inhibition. Q9Y6Q9. inhibition, % at 3.6 µM. AID 588352. hit rate 0.17% among 360,000. HEK293 GAL4-SRC3 luciferase reporter, luminescence;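 active means inhibition above a per-campaign cutoff, the mean of all compounds plus 3 SD, cut at about 60% in these data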;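 further: 0% = DMSO-treated cells and 100% = gossypol-treated cells at 36 µM; higher means less SRC3-driven luciferase light from the GAL4 reporter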
# NOD2-RIPK2 inh: NOD2-RIPK2 protein interaction inhibition | inhibition, % at 4.98 µM | O43353 | AID 624267 | CHO BLA complementation NOD2-RIPK2, CCF4 ratio | hit rate 0.38% among 360,000; in the data active means inhibition above about 21%;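 further: 0% = vehicle only and 100% = reference blocker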
# Target sequence (O43353 whole entry, looked up): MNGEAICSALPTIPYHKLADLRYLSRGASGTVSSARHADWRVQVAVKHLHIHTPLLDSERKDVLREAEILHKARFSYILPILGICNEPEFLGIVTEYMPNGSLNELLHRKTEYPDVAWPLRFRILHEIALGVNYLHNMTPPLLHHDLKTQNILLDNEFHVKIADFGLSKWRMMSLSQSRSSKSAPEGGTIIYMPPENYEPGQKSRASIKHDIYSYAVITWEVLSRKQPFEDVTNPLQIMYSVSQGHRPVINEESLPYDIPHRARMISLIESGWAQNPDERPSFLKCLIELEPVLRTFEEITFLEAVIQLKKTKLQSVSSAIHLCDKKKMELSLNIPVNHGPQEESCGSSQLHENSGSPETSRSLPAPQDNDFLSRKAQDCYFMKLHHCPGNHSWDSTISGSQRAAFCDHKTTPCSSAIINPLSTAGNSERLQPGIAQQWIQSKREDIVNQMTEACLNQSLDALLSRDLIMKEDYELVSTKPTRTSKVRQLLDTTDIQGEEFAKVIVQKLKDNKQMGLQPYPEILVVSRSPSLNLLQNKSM
# SRC1 inh: inhibits human SRC1 coactivator; Q15788; inhibition, % at 3.6 µM; HEK293 GAL4-SRC1 luciferase reporter, luminescence; hit rate 0.12% among 360,000;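 active means inhibition above the campaign mean plus 3 SD, with each screening campaign given its own cutoff, cut at about 60% in these data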;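 further: 0% = DMSO treated cells and 100% = gossypol at 36 µM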
# TRAIL sens C8: caspase-8 TRAIL sensitization | hit rate 1% among 360,000 | AID 624354 | inhibition (viability loss, TRAIL sensitization), % at 10 µM | NB7+C8 cells + TRAIL, ATPlite viability luminescence;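 active means compounds causing at least 50% loss of cell viability in the single-dose screen, relative to plate controls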
# NCOA2 inhibitor: human SRC2 (NCOA2) inhibition. inhibition, % at 9 µM. HEK293 GAL4-SRC2 luciferase reporter, luminescence. AID 651957. Q15596. hit rate 0.17% among 370,000;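 active means inhibition above the mean inhibition of all tested compounds plus 3 SD, set per campaign, cut at about 52% in these data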;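 further: 0% = DMSO treated cells and 100% = cells given Gossypol at 36 µM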
# TLR9-MyD88 inh: inhibitors of human TLR9-MyD88 binding; Q9NR96+Q99836; CHO BLA complementation TLR9-MyD88, CCF4 FRET ratio; inhibition, % at 4.98 µM; hit rate 0.21% among 340,000; AID 504734;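 active means inhibition above the mean over all tested compounds plus 3 SD, cut at about 21% in these data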;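 further: 0% = DMSO only wells and 100% = clavulanate BLA inhibitor control wells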
# COUP-TFII inh: inhibitors of human COUP-TFII (NR2F2); HEK293T NGFI-A luciferase reporter, luminescence; hit rate 0.7% among 370,000; inhibition, % at 8.6 µM; P24468;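 active means inhibition above a per-plate cutoff, mean inhibition of test wells between control levels plus 3 SD, cut at about 38% in these data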;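 further: cells cotransfected with COUP-TFII expression vector driving the NGFI-A reporter; 0% = median of COUP-TF2 test wells and 100% = reporter-only cells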
# Target sequence (P24468 whole entry, looked up): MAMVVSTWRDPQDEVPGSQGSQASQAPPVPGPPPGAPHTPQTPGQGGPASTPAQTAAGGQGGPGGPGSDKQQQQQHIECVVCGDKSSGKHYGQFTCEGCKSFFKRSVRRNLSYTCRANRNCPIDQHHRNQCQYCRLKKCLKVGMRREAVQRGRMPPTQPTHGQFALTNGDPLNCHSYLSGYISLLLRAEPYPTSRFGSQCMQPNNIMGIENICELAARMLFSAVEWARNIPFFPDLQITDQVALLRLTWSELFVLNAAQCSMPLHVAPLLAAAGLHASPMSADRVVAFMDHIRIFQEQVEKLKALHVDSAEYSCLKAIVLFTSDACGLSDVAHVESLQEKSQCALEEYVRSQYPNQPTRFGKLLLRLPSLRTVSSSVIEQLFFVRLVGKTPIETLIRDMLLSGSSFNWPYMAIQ
# LMP1 NFkB inh: reduces LMP1-driven NF-kappaB luciferase signal; AID 504558; hit rate 0.69% among 350,000; inhibition, % at 12.5 µM; LMP1-induced NF-kappaB luciferase reporter cells, luminescence; in the data active means inhibition above about 41%;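 further: 0% = neutral control wells and 100% = reference inhibitor control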
# Vif imaging: inhibitors of HIV Vif | inhibition, % at 7.49 µM | hit rate 0.35% among 340,000 | HEK293T cells, Vif self-association by quenched fluorescence, imaging, 24 h | AID 602346; in the data active means inhibition above about 50%, passing the limit was not always enough; further: some results filed as inactive read as strong as hits
# * hit, by the source's call; . = no result given.
SMILES,LRH-1 inv ag,TROY signal inh,SRC3 inh,NOD2-RIPK2 inh,SRC1 inh,TRAIL sens C8,NCOA2 inhibitor,TLR9-MyD88 inh,COUP-TFII inh,LMP1 NFkB inh,Vif imaging
CCOC(=O)Cc1ccc(NC(=O)c2ccc(C(C)(C)C)cc2)cc1,28.9,-5.0,8.9,1.6,2.7,31.8,78.0*,-1.5,57.6*,5.3,.
COCCCNC(=O)CN(c1ccc(F)cc1)S(=O)(=O)c1ccc2c(c1)OCCO2,-14.2,11.6,2.0,-11.2,-12.1,1.3,10.2,-10.7,8.0,0.7,2.1
O=C(NCc1ccc2c(c1)OCO2)c1cc2c(s1)CSC2,10.3,4.5,-13.1,-1.0,5.1,-2.9,-22.9,5.7,-1.4,-11.8,-6.3
COc1ccccc1C(=O)NC(CCSC)C(=O)NNC(=O)c1csc(N2CCOCC2)n1 (stereo not drawn),-19.6,-0.7,13.1,-12.4,1.7,-8.8,25.1,7.3,4.4,-5.6,-3.6
CSCCC(NC(=O)C1CCC(C)CC1)C(=O)O (stereo not drawn),-10.8,12.5,13.7,-3.4,5.6,-4.7,-16.2,-5.4,5.5,-3.0,-15.9
Cc1ccc(S(=O)(=O)N2CC(C(=O)O)Oc3ccccc32)cc1 (stereo not drawn),4.5,-12.1,-15.3,-9.0,5.2,-17.8,9.8,-1.2,17.6,-8.8,-5.6
Cc1ccc(C(=O)N2CC3(C)CN(C(=O)c4ccc(C)cc4)CC(C)(C2)C3=O)cc1,-5.3,-4.2,11.3,-23.3,-1.1,-1.9,26.9,-2.8,4.6,-6.1,-3.1
COc1ccc(/C(O)=C2/C(=O)C(=O)N(Cc3cccnc3)C2c2ccccn2)cc1 (stereo not drawn),-27.2,-57.5,-17.1,-5.0,-23.6,2.5,-16.5,-5.9,3.9,-3.6,.
COC(=O)C1CSC(C(=O)OC)N1C(=O)CN1CCN(c2ccccc2)CC1 (stereo not drawn),-13.5,-12.9,13.0,-13.2,8.0,-4.3,13.1,7.2,6.4,11.1,-4.6
C[C@@H]1CCCCO[C@H](CN(C)C(=O)NC2CCCCC2)[C@@H](C)CN([C@H](C)CO)C(=O)c2cc(NC(=O)c3ccccc3)ccc2O1,0.9,0.3,-39.3,9.3,0.9,20.1,-14.4,4.3,-12.2,9.3,.
Cc1cc2c(NCCc3ccccc3)ncnc2s1,-52.8,-8.0,-41.3,7.7,-26.5,28.5,7.2,1.1,50.0*,-26.3,-7.5
CC1CCN(c2ccccc2N)CC1,-12.0,-7.4,20.4,-6.1,15.2,-4.7,17.4,-7.6,-1.7,4.5,13.7
O=C(Nc1ccccc1C(=O)N1CCOCC1)c1ccncc1,9.6,11.5,-19.6,-1.5,0.3,-9.7,-2.7,1.3,8.4,-3.9,-0.9
Cc1cc(=O)oc(C)c1C(=O)NC12CC3CC(CC(C3)C1)C2,7.8,.,1.6,-3.0,9.1,3.3,-1.0,-4.4,1.0,-4.0,11.1
COc1ccc(C(=O)NC(=S)N2CCN(c3ccc([N+](=O)[O-])cc3)CC2)cc1,11.8,20.4,14.1,2.8,3.8,-4.3,-4.1,3.8,-3.6,-0.4,-0.4
O=C(Cn1cnc2c(nnn2-c2ccccc2)c1=O)N1CCOCC1,12.6,12.5,8.0,6.5,-18.9,8.6,2.8,-3.4,8.2,35.9,-14.9
COc1cc(/C=C/C(=O)OCC(=O)NC(C)c2ccccc2)cc(OC)c1OC (stereo not drawn),-5.0,0.9,2.5,-9.1,14.0,7.6,-16.4,-2.7,-7.2,-2.2,7.6
CS(=O)(=O)CCSc1ncccc1C(=O)NCc1cccs1,-1.2,10.7,24.7,-0.8,-13.1,-5.9,-13.4,.,22.7,.,-0.6
O=C(Cc1ccccc1)CC(CC(=O)c1ccccc1)c1ccccc1 (stereo not drawn),14.9,17.2,4.6,-1.8,3.1,-7.6,-31.0,4.9,12.2,-8.7,3.6
Cc1ccc(CNC(=O)CCc2c(C)nc3c(c(C)nn3-c3ccc(C)cc3)c2C)cc1,-1.1,4.3,-4.3,-1.7,-2.1,2.3,17.8,-5.2,-1.9,-8.2,-13.9
O=C(NC(=S)N(CCO)Cc1ccccc1)c1ccc(S(=O)(=O)N2CCCC2)cc1,5.7,9.8,-0.8,-11.2,-0.9,2.9,-28.5,-8.5,-7.5,-2.1,-2.5
COc1nsnc1NS(=O)(=O)c1ccc(NC(=S)NC(=O)c2ccncc2)cc1,-2.7,8.6,1.4,-5.5,11.0,-4.9,2.5,5.3,-5.7,12.5,2.9
CCC(=O)Nc1ccc(C(=O)NCCCn2ccnc2)cc1,-0.1,-6.6,0.9,-9.8,-10.7,-2.8,-18.7,2.8,-11.9,-23.6,5.3
C/C(=N\NC(=O)NC1CCCCC1)C1CCCCC1,22.9,-14.9,18.7,-11.7,9.7,4.9,13.6,-5.1,-3.1,-3.9,7.4
CCCC(=O)N1CCCC1(C)C(=O)Nc1ccc(OC(F)F)cc1 (stereo not drawn),-27.8,1.6,16.1,-12.8,-11.3,-3.4,8.2,.,-6.2,.,11.4
# The list goes on.
SMILES,LRH-1 inv ag,TROY signal inh,SRC3 inh,NOD2-RIPK2 inh,SRC1 inh,TRAIL sens C8,NCOA2 inhibitor,TLR9-MyD88 inh,COUP-TFII inh,LMP1 NFkB inh,Vif imaging
Cc1nn(-c2ccccc2)nc1C(=O)Nc1nnc(C(F)(F)F)s1,-0.7,52.1*,7.3,-5.1,6.6,-5.3,17.7,4.7,14.5,10.1,-4.2
CC(=O)c1cc(C#N)c(Oc2ccc(Cl)cc2Cl)nc1C,-6.7,-16.4,-1.1,-1.4,-5.2,3.7,-5.2,-1.3,-18.5,10.7,9.7
CCN(C(=O)COc1ccc(C(C)=O)cc1)c1cccc2ccccc12,-6.1,-1.8,1.2,-4.6,1.9,-0.3,-36.7,-10.4,-1.1,4.2,-1.3
COc1ccc(CCNC(=O)c2ccc(N(C)S(=O)(=O)c3ccccc3)cc2)cc1,-2.2,25.8,8.4,3.2,-26.1,6.9,5.5,-0.7,16.9,-2.7,-0.8
Cc1ccc(NS(=O)(=O)c2cccc(C(=O)NC3CCN(Cc4ccccc4)CC3)c2)c(C)c1,22.5,28.3,-23.6,2.9,-3.2,24.0,31.8,1.2,56.4*,15.0,-22.9
CCCCCCCCOC(=O)C(NC(=O)CCC(=O)Nc1ccc(S(N)(=O)=O)cc1)C(O)c1ccccc1 (stereo not drawn),-12.9,-9.2,-5.3,7.0,-14.5,7.2,-2.7,-4.3,-11.5,7.7,-8.5
Cc1cc(C)c(S(=O)(=O)N2CCCC2)c(C)c1,4.0,1.4,9.8,10.6,-3.9,-1.8,-21.8,1.3,-7.4,-5.7,-0.7
Cn1c(=O)oc2cc(S(=O)(=O)N3CCN(c4ccccn4)CC3)ccc21,9.0,3.7,13.5,-13.4,-4.4,-1.1,5.8,-11.1,11.5,-0.6,0.0
CN(CCOc1ccc(Br)cc1)C(=O)CNC(=O)c1ccc2ccccc2c1,5.4,27.3,1.2,2.3,2.0,1.1,7.5,2.5,8.1,3.4,-5.3
O=C(N/C(=C\c1ccco1)C(=O)N1CCC(O)CC1)c1ccccc1,9.9,6.8,-9.0,-5.6,2.2,8.4,-7.0,-2.0,4.2,-1.2,9.3
COc1ccc(Cl)cc1C(=O)NCCCN1CCOCC1,10.2,-5.8,-10.5,-0.3,8.2,-0.6,-15.3,3.9,-14.3,-0.1,-4.0
O=C(CSc1ccc(Cl)cc1)Nc1ncccn1,4.4,-6.5,-11.4,4.0,1.2,-24.7,-25.4,-3.3,-13.7,9.9,-4.2
COc1cccc(OC)c1C(=O)N1CCN(c2c(Cc3ccccc3)c(C)nc3ncnn23)CC1,-0.1,-4.5,-2.0,3.7,-35.0,-4.6,-9.6,-3.0,12.5,6.3,3.5
CCOc1ccc(NC(=O)CN(c2cc(C)cc(C)c2)S(=O)(=O)c2c(C)noc2C)cc1,1.8,-5.5,8.1,3.5,4.4,11.9,-22.8,5.1,6.4,-14.5,-12.5
CCOC(=O)c1cnc2ccccc2c1Nc1cc(C(=O)O)ccc1C,-13.3,-6.0,-2.5,-5.5,-6.7,4.8,-1.4,1.5,3.2,-6.4,-0.2
O=c1ccnc(SCn2nnc3ccccc3c2=O)[nH]1,-2.1,-6.1,1.7,-11.1,-1.4,-26.8,20.0,0.5,-14.5,2.0,-1.9
O=C1CC(c2ccc(Cl)cc2)Oc2ccc(Cl)cc21 (stereo not drawn),-19.7,-27.3,-7.7,-2.2,-9.4,14.0,4.7,-8.2,6.4,3.8,8.4
CC(C)Cn1c(N)c(C(=O)COC(=O)C2Cc3ccccc3CN2S(C)(=O)=O)c(=O)n(C)c1=O (stereo not drawn),19.1,14.2,-0.1,-12.1,-1.7,13.7,20.8,-0.5,25.6,3.7,-1.5
COC(=O)/C=C1/S/C(=N/NC(=O)c2ccccc2OC)NC1=O,13.7,-17.5,-1.2,-9.2,15.6,10.0,-7.4,-2.9,5.2,7.0,2.8
CN(c1ccccc1)c1nc(N)c([N+](=O)[O-])c(N2CCCCC2)n1,-9.8,-29.2,-4.7,-11.8,-31.8,-10.2,-16.2,0.6,-6.0,-7.8,-9.3
O=C(NC1CCCCC1)C(C1CC1)n1c(=O)c(-c2ccco2)nc2ccccc21 (stereo not drawn),12.1,.,.,-9.2,.,-12.0,2.5,.,12.6,.,.
COc1cccc(-c2nc(CS(=O)(=O)CC(=O)N3CCCCC3)c(C)o2)c1,-12.0,8.9,9.8,2.1,12.1,-0.7,1.7,-1.7,16.3,-7.5,7.4
O=C1C=CC(=Nc2ccc3c(c2)Cc2cc(F)ccc2-3)O1,-25.4,10.8,-55.6,-4.9,-68.4,1.0,-48.9,0.4,-27.5,-10.8,11.0
COc1ccc(OCCNS(=O)(=O)Cc2ccccc2)cc1,-4.4,-11.0,15.1,5.1,-4.0,-21.1,-20.7,1.2,1.1,3.0,-0.1
O=C(CCCc1nc(-c2ccccc2)no1)NCc1cccnc1,-2.9,14.3,-4.9,11.6,-11.0,-13.8,10.2,-1.9,-11.7,-13.0,3.4
CC(Sc1nnc(C2CC2)n1C1CC1)C(=O)c1ccc(F)cc1 (stereo not drawn),9.7,4.7,2.5,-9.3,0.8,-10.9,-14.0,1.7,-6.6,1.4,-2.7
Cc1noc(C)c1C(=O)Nc1nccs1,-4.0,8.9,-0.8,-4.5,13.9,8.5,-1.5,-9.8,-7.8,-4.5,.
O=C(COC(=O)c1cc([N+](=O)[O-])ccc1NCCO)c1ccccc1,-7.5,4.9,19.1,9.1,-6.6,-9.5,1.1,2.1,6.1,2.2,3.0
O=C1NC(Cc2ccc(O)cc2)c2nc3ccc(F)cc3c(=O)n2-c2cc3ccccc3cc21 (stereo not drawn),26.6,16.4,-18.9,0.1,2.4,7.7,12.1,-1.8,7.7,-1.5,-1.1

# From PubChem BioAssay

# This is a subset; count on the stated rates, not on these rows.
